NR2E3 ag-1 = NR2E3 (human) agonism; Q9Y5X4; AID 2300; inhibition of corepressor binding, % at 4.78 µM; 320,000 tested, 0.12% active; GST-NR2E3/biotin-RetCOR TR-FRET, 1536-well;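 active = percent inhibition above the cutoff of mean plus 3 SD of all tested compounds, set per screening campaign, cut at about 20% in these data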;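 also: 0% = DMSO wells and 100% = biotin wells as full block of FRET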
Target sequence (Q9Y5X4 whole entry, looked up): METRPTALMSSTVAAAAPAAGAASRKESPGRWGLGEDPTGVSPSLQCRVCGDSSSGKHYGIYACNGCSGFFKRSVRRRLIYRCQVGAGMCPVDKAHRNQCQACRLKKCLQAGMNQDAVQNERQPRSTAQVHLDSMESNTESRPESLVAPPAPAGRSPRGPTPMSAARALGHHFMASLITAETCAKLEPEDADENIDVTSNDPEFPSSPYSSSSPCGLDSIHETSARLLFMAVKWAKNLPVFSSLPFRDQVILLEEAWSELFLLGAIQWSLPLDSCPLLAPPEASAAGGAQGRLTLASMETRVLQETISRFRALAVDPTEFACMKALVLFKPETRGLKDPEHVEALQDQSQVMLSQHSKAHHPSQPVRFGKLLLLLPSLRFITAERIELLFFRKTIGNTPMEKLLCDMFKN
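Format: 1536-well format; test system: GST-NR2E3 and biotin-RetCOR proteins; read-out basis: percent inhibition of TR-FRET ratio; timing: 5 h incubation at 4 °C; detection: time-resolved FRET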
NR2E3 ag-2 = agonists of human NR2E3 nuclear receptor; CHO-S Gal4-NCOR/VP16-NR2E3 two-hybrid, luciferase; inhibition of corepressor binding, % at 3.98 µM; 360,000 tested, 0.35% active; AID 602229;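 active = inhibition above the mean of all tested compounds plus 3 SD, cut at about 70% in these data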;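 also: 0% = DMSO with NR2E3 transfected cells and 100% = cells lacking NR2E3 construct; higher means lower luciferase signal from less NR2E3 corepressor binding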
KKLEB tox = CF airway cell cytotoxicity counter-screen; KKLEB CF airway cells viability, ATPlite luminescence, overnight; active compounds read low; cells stimulated with P. aeruginosa culture filtrate; activity change (cytotoxicity), % at 5 µM; 360,000 tested, 0.36% active; AID 602141;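 active = corrected activity change at or below -50% at 5 µM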
Shn3 inh set2 = inhibitors of Schnurri-3 3'UTR reporter in osteoblasts | Clone20 osteoblast Shn3 3'UTR firefly luciferase, 24 h | inhibition, % at 12.5 µM | 360,000 tested, 0.52% active | AID 588674;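 active = mean inhibition of at least 75% with every replicate also reaching 75%; inconclusive = mean inhibition at least 75% but some replicate below; inactive = mean inhibition below 75%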;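 also: 0% = median of neutral control wells and 100% = pilot-screen positive control compound; some compounds past the cut are filed as inactive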
HIF-2a block = inhibitors of HIF-2a. 786-0 RCC cells HIF-2a reporter, luciferase luminescence, overnight. inhibition, % at 18.8 µM. 360,000 tested, 0.72% active;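 active = inhibition of the luminescence signal of 40% or more relative to plate controls, in a single-dose primary screen at 18.75 µM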
CF NFkB block = inhibitors of cystic fibrosis induced NF-kB | 360,000 tested, 0.86% active | KKLEB NF-kB-GFP reporter, PAF-induced, GFP fluorescence overnight | inhibition, % at 5 µM;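 active = at least 50% inhibition at 5 µM, scaled per plate between neutral and stimulator controls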;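 also: PAF is a Pseudomonas aeruginosa culture filtrate used as stimulus; plate controls were PAF-stimulated DMSO wells for no effect and unstimulated DMSO wells for full effect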
TWEAK Fn14 block = TWEAK-Fn14 signaling inhibition. TWEAK-stimulated Fn14 reporter cells, luciferase luminescence, 8 h. inhibition, % at 10 µM. 360,000 tested, 2% active. AID 1159606; in the data active = inhibition above about 50%
TRPM1 prom inh = MITF TRPM1 promoter inhibition in SK-MEL-5 cells; SK-MEL-5 TRPM1 promoter luciferase, 24 h; 330,000 tested, 0.83% active; AID 488899; inhibition, % at 12.5 µM;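 active = mean inhibition across replicates of 60% or more, whatever share of single replicates reaches that level; inconclusive = some that reach 60%, reason not given; inactive = mean inhibition across replicates below 60%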; also: values of inactives mirror those of a sister screen read the other way
TRAIL sens C8 = sensitizes caspase-8 expressing cells to TRAIL | NB7+C8 cells + TRAIL, ATPlite viability luminescence | inhibition (viability loss, TRAIL sensitization), % at 10 µM | 360,000 tested, 1% active;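 active = compounds causing at least 50% loss of cell viability in the single-dose screen, relative to plate controls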
Peg3 prom inh = reduces Peg3 promoter-driven luciferase expression in HeLa; 360,000 tested, 1.7% active; inhibition, % at 20 µM; HeLa PEG-Prom luciferase reporter, luminescence, overnight;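 active = inhibition of at least 50% at 20 µM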
TROY NFkB inh = blocks TROY-dependent signaling in reporter cells. Q293 LMP1-TROYcd NF-kB luciferase reporter, 4 h. 360,000 tested, 0.98% active. inhibition, % at 10 µM;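 active = compounds whose plate-normalised and pattern-corrected inhibition of the luciferase reporter signal at the single screening dose is 50% or more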
Starred values were filed as active, the others as inactive; u = inconclusive; x = not tested or not shown. An excerpt; count on the stated rates, not on these rows.

SMILES	NR2E3 ag-1	NR2E3 ag-2	KKLEB tox	Shn3 inh set2	HIF-2a block	CF NFkB block	TWEAK Fn14 block	TRPM1 prom inh	TRAIL sens C8	Peg3 prom inh	TROY NFkB inh
Cc1ccc2c3c([nH]c2c1)C(=O)CC(C)(C)S3	-4.1	-60.9	22.2	-8.6	-12.0	-2.8	1.5	-3.2	0.7	-16.1	-35.2
CC(C)NC(=O)C1Cc2c(-c3ccc4c(c3)OCO4)ccnc2O1 (configuration not stated)	x	-11.7	8.4	-13.5	12.1	17.2	13.1	x	3.7	9.6	2.5
Nc1c(-c2ccc(F)cc2)cnc2ncnn12	3.8	10.1	-5.8	-66.2	11.1	1.3	-10.2	4.0	11.4	8.0	3.9
CCc1cc(=O)oc2cc(OCC(=O)NC3CC(C)(C)NC(C)(C)C3)ccc12	-0.8	9.9	-11.1	6.4	-0.7	1.6	1.2	5.1	9.4	11.7	-8.5
COc1ccccc1N(C)S(=O)(=O)c1ccc(Cl)c(C(=O)NNC(=O)c2ccccc2O)c1	1.3	-24.9	1.0	-8.8	3.0	-9.7	-21.4	4.6	-8.0	18.3	4.3
O=S(=O)(c1ccc(F)c(F)c1F)N1CCN(C(=S)Nc2ccccc2)CC1	-0.2	-5.3	-5.8	34.3	23.0	15.2	30.5	-0.5	-1.6	16.3	0.1
COc1ccc(CC2(c3ccccc3)NC(=O)NC2=O)cc1 (configuration not stated)	x	4.8	-1.1	-26.4	14.4	-10.8	22.7	-1.0	14.3	24.0	14.5
Cc1csc(NC(=O)/C=C/c2ccc3c(c2)OCO3)n1	-1.0	-111.3	3.6	-11.0	-2.4	0.5	9.3	-74.5	70.6*	-334.9	-38.9
COc1ccc(-c2cc(C(=O)N3CCCC3)c3ccccc3n2)cc1OC	0.6	26.9	17.9	-7.1	0.8	4.9	-22.5	-1.7	11.0	-1.1	-22.4
CCc1cc2c(NCc3ccco3)ncnc2s1	1.3	27.8	-0.5	61.5	8.7	2.6	25.2	12.2	-8.0	2.7	23.4
O=C(C1CCN(c2ncnc3c2nc2n3CCCCC2)CC1)N1CCN(c2ccccc2F)CC1	0.0	-4.7	-4.8	17.5	30.0	-24.1	-5.4	0.0	19.2	19.9	9.4
CCOc1cccc(C(=O)Nc2ccccc2C(=O)N2CCN(C)CC2)c1	2.2	10.1	18.6	-6.0	2.0	-26.0	-13.1	6.4	-16.3	6.7	-19.8
O=C(Nc1ccc(Cl)cc1)N1CCC(c2nc(-c3ccc(F)cc3)no2)CC1	1.5	41.6	2.1	40.8	-151.8	-7.0	6.9	-3.5	2.1	-63.2	11.4
CCOc1ccc2nc(NCCNS(=O)(=O)c3ccccc3)c(C#N)cc2c1	-1.4	7.0	3.3	1.5	-5.7	1.6	-16.2	-0.7	-10.5	-12.3	-26.8
CC(=O)OC(C)C1C2=C(C(=O)CC1(C)O)C(=O)c1c(ccc(-c3ccc4c(c3O)C(=O)C3=C(C4=O)C(C(C)OC(C)=O)C(C)(O)CC3=O)c1O)C2=O (configuration not stated)	x	-45.9	4.5	32.6	4.8	27.6	47.3	30.6	15.2	31.5	15.9
Cc1cccc(C)c1NC(=S)N(Cc1ccco1)C1CCN(C(C)C)CC1	0.5	-0.1	11.4	-12.9	8.0	-5.5	-5.8	5.5	4.6	13.0	-5.1
CCS(=O)(=O)N1CCC(C(=O)Oc2ccccc2)CC1	-0.7	-10.4	2.8	13.8	14.4	-3.7	5.4	8.2	3.2	12.8	-14.3
CCN(CC)C(=O)CN1C(=O)C2CC=C(Cl)CC2C1=O (configuration not stated)	0.8	-8.2	7.4	-9.1	10.1	7.9	-0.2	0.8	-7.4	-0.5	-6.5
O=c1oc2ccccc2c(NC2CCCCC2)c1NS(=O)(=O)c1ccc(F)c(Cl)c1	-2.0	14.0	0.9	3.6	10.4	-5.8	2.4	2.4	2.5	7.2	10.8
Cc1cc(C)c(C)c(S(=O)(=O)N2CCN(C(=O)CCc3nc4ccccc4c(=O)[nH]3)CC2)c1C	3.1	20.7	-3.4	24.1	4.1	19.3	-10.4	2.6	13.4	16.7	6.7
COc1cc(Nc2ccn3nccc3n2)cc(OC)c1OC	x	2.5	-2.3	-4.1	1.5	1.5	5.3	x	5.8	16.9	-4.2
CC(C)(C)c1ccc(C(=O)NC(=S)NCC2CCCO2)cc1 (configuration not stated)	0.8	5.9	4.9	-12.1	23.6	-0.8	-6.9	-2.0	-8.0	3.9	-9.9
O=C(NCc1ccccc1)[C@H]1C[C@@H]1[C@H](NP(=O)(c1ccccc1)c1ccccc1)c1ccccc1	4.4	-32.9	2.7	12.0	10.0	4.6	2.6	-3.4	8.2	0.4	18.4
CS(=O)(=O)N(CC(=O)NC1CCCC1)c1ccc(Oc2ccccc2)cc1	1.1	5.5	-4.2	25.4	-44.8	-28.2	-16.2	-2.9	4.8	-2.4	-33.8
CC1CCC(NS(=O)(=O)c2ccc3c(c2)CC(=O)N3)CC1 (configuration not stated)	-0.3	-13.8	13.1	4.7	16.9	-9.3	14.0	-1.4	-11.0	5.4	-4.5
COc1ccccc1N1CCN(C(c2ccc(C)cc2)c2nnnn2C(C)C)CC1 (configuration not stated)	-0.3	-40.3	9.2	12.1	9.2	2.3	-20.0	-2.5	26.2	4.4	-11.3
Cc1ccc(N(CC(O)Cn2c3ccccc3c3ccccc32)S(C)(=O)=O)c(C)c1 (configuration not stated)	0.2	-20.1	14.8	4.1	1.5	-11.8	31.2	0.4	-13.9	25.8	32.6
CCOC(=O)C1=C(C)Nc2sc(C(=O)c3ccc(F)cc3)c(N)c2C1c1ccc(C(=O)OC)cc1 (configuration not stated)	-1.0	15.0	-4.7	25.1	13.4	-28.1	8.7	9.6	0.4	3.9	-11.8
COc1ccccc1C(=O)Nc1nnc(S(=O)(=O)N2CCCCC2)s1	1.5	-53.3	12.3	-6.6	-101.0	-3.4	-14.4	-17.0	10.0	-45.1	-43.6
Cc1cc(C(=O)N/N=C/c2ccccn2)n[nH]1	4.0	-37.9	9.3	-47.7	-69.9	4.2	-12.0	6.4	0.3	-58.5	-16.2
CC1CCN(CCCN2C(=O)C3C(C(=O)Nc4ccc(Cl)cc4)C4C=CC3(O4)C2C(=O)NC2CCCCC2)CC1 (configuration not stated)	3.0	5.6	-6.8	-6.8	6.5	22.5	-19.8	1.9	2.5	10.2	4.5
CCCC(=O)c1cc(-c2nc3ccccc3n2C)n(C)c1	-2.2	-20.8	2.6	2.3	-10.3	-6.1	-2.9	-7.2	10.8	-23.5	-25.0
Nc1ccccc1C(=O)Nc1cccc(C(=O)O)c1	-3.7	-16.9	-8.9	-3.4	8.6	-4.4	1.7	8.6	-3.9	20.8	-9.6
O=C1CCC(/C=C/c2ccccc2)=NN1Cc1ccc(F)cc1	5.5	-17.2	-15.9	5.1	9.5	-9.4	-1.6	0.7	-7.7	8.7	11.7
COc1ccc(-c2noc(CN(C)S(=O)(=O)c3ccc(Cl)cc3)n2)cc1OC	0.7	-1.3	14.2	34.5	-6.1	-12.4	-3.0	10.1	-4.9	12.9	37.4
CCOc1cc2c(cc1OCC)C(c1ccc(F)cc1)NCC2 (configuration not stated)	-1.7	-2.6	-12.1	-6.4	5.7	-2.3	17.5	6.7	-12.2	-5.2	-17.1
CCC(CC)C(=O)Nc1nnc(S(=O)(=O)Nc2ccccc2C)s1	1.2	-17.9	9.4	1.3	16.0	-15.2	16.0	17.2	9.2	8.6	11.6
O=C(NCc1ccccc1)c1nc[nH]c1C(=O)NCc1ccccc1	-3.2	25.5	-3.3	-6.6	6.3	13.4	-3.9	7.4	1.7	17.4	-7.4
NC(=O)c1nsc(C(=O)N(Cc2ccco2)C(C(=O)NCC2CCCO2)c2ccc(F)cc2)c1N (configuration not stated)	x	21.5	-4.6	-2.6	7.3	-5.7	19.3	7.7	11.2	16.8	10.4
CCSc1nnc(-c2cccc(S(=O)(=O)N(CC)CC)c2)n1Cc1ccccc1	1.3	11.2	-0.7	u	4.7	18.1	13.4	-0.9	4.9	-17.0	16.9
CCN(CC)c1ccc(C=N/C(C#N)=C(\N)C#N)cc1	2.8	-118.2	1.5	-78.4	-343.9	-4.9	41.4	-39.1	21.9	-254.8	13.4
Cc1ccc(S(=O)(=O)Nc2c(C)n(C)n(-c3ccccc3)c2=O)cc1C(=O)NCc1ccco1	x	22.3	4.9	-3.6	6.2	-1.8	2.3	2.8	-12.3	4.9	-3.1
CC(C)(C)C(=O)Nc1cc2c3c(c1)CCN3C(=O)CC2	1.4	-26.4	-3.2	-16.5	-1.6	-1.6	-4.2	-2.7	4.6	-8.4	1.6
O=C(CNC(=O)c1cccc(Br)c1)N/N=C/c1ccc2c(c1)OCO2	5.2	3.7	0.1	-35.4	-52.2	-4.4	7.5	-28.2	-2.2	-108.6	-15.8
Nc1nonc1-n1nnc(C(=O)N/N=C/c2ccc(Cl)cc2Cl)c1CN1CCCCC1	2.2	-2.6	7.7	-2.8	5.1	-3.2	-17.1	-2.7	-10.2	21.1	-1.6
CC(Sc1nnc2c(n1)C1CCC2(C)C1(C)C)C(=O)Nc1ccccc1 (configuration not stated)	-0.8	-6.0	-4.3	-1.0	11.8	16.4	-5.1	-11.5	13.0	-2.8	-3.9
CCSc1nnc([C@H](Cc2ccccc2)NC(=O)OC(C)(C)C)o1	-0.2	-11.4	11.3	-8.3	-2.2	8.5	-14.6	-14.3	-24.0	5.2	-12.6
O=C(Nc1cccnc1)c1ccc(Cl)c(Cl)c1	2.9	-3.8	6.4	-5.6	-131.3	-14.8	9.2	-23.7	-16.0	-63.1	-38.5
CC(C)(C)n1nc2c(c1NC(=O)c1ccco1)CS(=O)C2 (configuration not stated)	1.6	-12.5	-0.4	x	-1.7	-8.7	2.5	-9.6	-13.5	9.2	-2.8
COc1cccc(NS(=O)(=O)CC23CCC(CC2=O)C3(C)C)c1 (configuration not stated)	0.0	16.5	-0.1	13.1	16.5	12.1	-3.8	2.6	0.2	22.0	-0.7

Compound profiles (already shown). Values in the order: NR2E3 ag-1	NR2E3 ag-2	KKLEB tox	Shn3 inh set2	HIF-2a block	CF NFkB block	TWEAK Fn14 block	TRPM1 prom inh	TRAIL sens C8	Peg3 prom inh	TROY NFkB inh
CCN(CC)c1ccc(C=N/C(C#N)=C(\N)C#N)cc1 across the screens: 2.8	-118.2	1.5	-78.4	-343.9	-4.9	41.4	-39.1	21.9	-254.8	13.4
COc1cccc(NS(=O)(=O)CC23CCC(CC2=O)C3(C)C)c1 (configuration not stated) across the screens: 0.0	16.5	-0.1	13.1	16.5	12.1	-3.8	2.6	0.2	22.0	-0.7

Screens: PubChem, several laboratories
